# RNase H inhibition: RNase H inhibition, HIV 1 Gag Pol polyprotein, FRET biochemical assay, screening (AID 372) | actives 0.77% (n = 100,000) | HIV-1 RT RNase H, FRET RNA/DNA substrate fluorescence; higher % means a stronger effect | inhibition, % at 10 µM; hits with a dose series show IC50 in µM; in the data active means inhibition above about 50%
# * = called active by the depositor. This is a subset; count on the stated rates, not on these rows.
Structure,RNase H inhibition
COc1cc(/C=N\c2sc3c(c2C(=O)NCc2ccccc2)CCCC3)cc(Cl)c1O,2.1µM*
O=C1NC(=S)S/C1=C\c1cc(-c2ccccc2)n(-c2ccc(Cl)cc2)c1-c1ccccc1,31.0%
CCOC(=O)CCCSc1nc2sc(C)c(C)c2c(=O)[nH]1,3.0%
CC(C)c1ccc(NC(=O)c2c(Br)c(Br)c(Br)c(Br)c2C(=O)O)cc1,0.0%
O=S(=O)(Oc1ccc(Cl)cc1)c1ccc(Br)cc1,26.0%
Cc1cc2c(cc1C)NC(c1cccc(C(F)(F)F)c1)C1=C(CC(C)(C)CC1=O)N2 (stereo not drawn),44.0%
CC1(C)C(C=C(Cl)Cl)C1C(=O)ON1C(=O)CCC1=O (stereo not drawn),2.0%
N#C/C(=C\c1cccc(O)c1)C(=O)Nc1ccc(F)cc1,11.0%
CC1CCN(S(=O)(=O)c2cccc3cccnc23)CC1,1.0%
Cc1ccc(SCCNC(=O)c2ccc([N+](=O)[O-])cc2)cc1,9.0%
CC(=O)Nc1nc(C)c(-c2csc(Nc3ncccn3)n2)s1,1.0%
Cc1cc(C)c2cccc(NC(=S)NC(=O)c3ccccc3)c2n1,20.0%

# Continued.
Structure,RNase H inhibition
Cc1ccccc1S(=O)(=O)NNC(=O)c1ccccc1O,12.0%
O=C1OC(c2ccc(N3C(=O)c4cccc5cccc(c45)C3=O)cc2)(c2ccc(N3C(=O)c4cccc5cccc(c45)C3=O)cc2)c2ccccc21,13.0%
CN1CCN(C2CCC(C(C)(C)C)CC2)CC1 (stereo not drawn),9.0%
CC(=O)N1CCOC1(C)c1ccc([N+](=O)[O-])cc1 (stereo not drawn),0.0%
COc1ccc(C2CC(=O)N(CCCN(C)C)C2)cc1 (stereo not drawn),2.0%
CCOC(=O)c1ccccc1NC1=CC(C)(C(=O)OCC)N(c2ccccc2)C1=O (stereo not drawn),24.0%
O=C(Nc1ccccc1-c1ccccc1)C1CCCCC1,10.0%
C=CCN1C(=O)/C(=C\c2ccc(C(=O)OC)cc2)C(C(=O)OC)=C1C,8.0%
CC(=O)c1ccc(-n2c(C)ccc2-c2ccccc2)cc1,21.0%
COC(=O)c1c(NC(=O)c2cccc(F)c2)sc2c1CCCCCC2,14.0%
COC(=O)c1cccc(OC(=O)NC(=O)CCBr)c1,0.0%
O=C(N/N=C/c1ccccc1Cl)C(=O)NC1CCCCC1,1.0%

# Additional structures follow.
Structure,RNase H inhibition
Cc1cccc(OCC(=O)Nc2ccc(Cl)c(Cl)c2)c1,3.0%
COc1ccc(OC)c(NC(=O)c2cc3ccccc3o2)c1,4.0%
COc1ccccc1OCCCCCN1CCCC1,15.0%
CCOC(=O)c1c(NC(=O)c2ccncc2)sc2c1CC(C)(C)OC2,4.0%
Cc1cc(C)c2nc3s/c(=C/c4ccc(-c5ccc6c(c5)COC6=O)o4)c(=O)n3c2c1,15.0%
CCN1C(=O)/C(=C/c2ccc(OCCOc3ccc(C)cc3C)c(OC)c2)SC1=S,5.0%
Cc1cc(Cl)ccc1N(CC(=O)Nc1ccc(Br)cc1)S(C)(=O)=O,22.0%
CCOc1cc(/C=C2/C(=O)NC(=O)N(c3ccc(C)cc3)C2=O)ccc1OC,0.0%
CC1(C)CC(=O)C2=C(C1)c1c(ccc3ccccc13)NC2c1ccc(O)c([N+](=O)[O-])c1 (stereo not drawn),18.0%
CC1(C)OC(=O)C(=Cc2ccc(-c3ccc(Cl)cc3Cl)o2)C(=O)O1,12.0%
COc1ccc(Br)cc1/C=C1\C(=O)NC(=O)N(c2cc(C)cc(C)c2)C1=O,0.0%
CC(=O)Oc1ccc2oc(C)c(C(=O)O)c2c1,0.0%

# The results go on.
Structure,RNase H inhibition
CC(=O)Oc1ccc(C(=O)Nc2cc(NC(=O)c3ccc(OC(C)=O)cc3)cc(C(=O)O)c2)cc1,5.0%
CCC(Oc1ccccc1)C(=O)Nc1cc(OC)c(Cl)cc1OC (stereo not drawn),12.0%
O=C(Nc1ccc(Oc2ccccc2)cc1)c1ccc([N+](=O)[O-])cc1,16.0%
O=C(CNc1n[nH]c(=O)[nH]c1=O)N/N=C/c1c(Cl)cccc1Cl,0.0%
CC(=O)NC1=NC(=O)/C(=C\c2ccc(-c3ccc(Cl)c(C(=O)O)c3)o2)S1,0.0%
COc1ccc(C(=O)Nc2ncc(S(=O)(=O)c3ccc([N+](=O)[O-])cc3)s2)cc1OC,7.0%
O=C1N=C(N2CCCC2)S/C1=C\c1ccccc1,12.0%
Cc1nn2c3ccccc3n(CC(=O)c3ccco3)c2nc1=O,0.0%
CCC(=O)N(CCC1CCOC(C)(C)C1)Cc1ccc(OC)cc1 (stereo not drawn),8.0%
COc1cccc2c1NC(c1ccccc1Br)C1CC=CC21 (stereo not drawn),39.0%
CNS(=O)(=O)c1ccccc1C(=O)NNC1=NS(=O)(=O)c2ccccc21,0.0%
COc1ccc(C2=C(C=Nc3ccc(C)cc3)C(c3ccccc3)c3ccccc3O2)cc1OC (stereo not drawn),45.0%

# Further structures:
Structure,RNase H inhibition
Fc1ccc(/C=N/Nc2nccnc2Cl)cc1,4.0%
Fc1ccc(Br)cc1C1Nc2cccc3cccc(c23)N1,16.0%
O=C(Nc1ccccc1)ON=C(c1ccc(Cl)cc1)c1ccc(Cl)cc1,19.0%
Cc1nc2nc(-c3ccccc3)[nH]c2cc1Br,7.0%
c1coc(CN2CCN(Cc3ccc4ccccc4c3)CC2)c1,4.0%
O=[N+]([O-])c1ccc(N2COc3ccc4cc(Br)ccc4c3C2)cc1,13.0%
O=C(CSc1nc2ccccc2c(=O)n1-c1ccccc1)Nc1ccc([N+](=O)[O-])cc1,8.0%
O=[N+]([O-])c1c(N2CCCCC2)ccc2nonc12,12.0%
CC1=C(C(=O)OCC(C)C)C(c2ccc3c(c2)OCO3)C2=C(CC(c3ccccc3)CC2=O)N1 (stereo not drawn),2.0%
O=C(CC1Sc2ccccc2NC1=O)Nc1ccccc1OC(F)F (stereo not drawn),5.0%
COCCOC(=O)C1=C(C)NC2=C(C(=O)CC(C)(C)C2)C1c1ccccn1 (stereo not drawn),11.0%
CC1=C(C#N)c2nc(N)c(C#N)c(C)c2/C1=C\c1ccc(-c2ccccc2C(=O)O)o1,10.0%

# Molecules above that have an NH in an aromatic ring, in the order listed:
Structure,RNase H inhibition
CCOC(=O)CCCSc1nc2sc(C)c(C)c2c(=O)[nH]1,3.0%
O=C(CNc1n[nH]c(=O)[nH]c1=O)N/N=C/c1c(Cl)cccc1Cl,0.0%
Cc1nc2nc(-c3ccccc3)[nH]c2cc1Br,7.0%

# Carrying on:
Structure,RNase H inhibition
O=C(c1ccc(OCc2ccccc2)cc1)c1coc2ccc(O)cc12,12.0%
CCOC(=O)C(C)Sc1nnnn1-c1ccccc1 (stereo not drawn),9.0%
Cc1cc(C)n2nc(-c3ccc(Br)cc3)cc2n1,1.0%
CN(C)c1ccc(/C=C2\SC(=S)N(NC(=O)c3ccccc3Cl)C2=O)cc1,15.0%
COc1ccc(C(=O)CC(c2ccc(C(C)C)cc2)S(=O)(=O)c2ccc(C)cc2)cc1 (stereo not drawn),5.0%
C=CCc1cccc2cc(C(=O)N3CCN(C(c4ccccc4)c4ccccc4)CC3)c(=O)oc12,7.0%
C=CCOc1c(I)cc(/C=C2\C(=O)NC(=S)N(c3ccc(Cl)cc3)C2=O)cc1OC,0.0%
O=C(CSc1nc2ccccc2s1)Nc1nc2ccccc2s1,23.0%
COc1ccc(N2C(=O)C(Cl)=C(Nc3ccccc3F)C2=O)cc1,7.0%
O=C(O)/C=C/C(=O)NNC(=O)c1cc(O)cc(O)c1,0.0%
COc1ccccc1OCC(=O)Nc1cccc(-c2nc3ccccc3[nH]2)c1,7.0%
CS(=O)(=O)N(CC(=O)Nc1cccc(Br)c1)c1ccc(Oc2ccccc2)cc1,19.0%

# Next part:
Structure,RNase H inhibition
CCOc1ccc(N(CC(=O)N2CCN(c3ccccc3OC)CC2)S(=O)(=O)c2ccc(SC)cc2)cc1,10.0%
COc1ccc(-n2c(CCN3C(=O)c4ccccc4C3=O)nc3ccccc3c2=O)cc1,20.0%
O=C(NCCO)C(=O)Nc1ccccc1,0.0%
CCCCCCC(=O)Nc1nnc(CCCCCC)s1,0.0%
Cc1cccc(CC2S/C(=N\N=C\c3cccc([N+](=O)[O-])c3)NC2=O)c1 (stereo not drawn),3.0%
COc1cc(/C=C2\SC(=Nc3ccc(C)cc3)NC2=O)ccc1O,32.0%
CCOC(=O)c1c(NC(=O)COc2ccc(CC)cc2)sc2c1CCCC2,20.0%
CCOc1ccccc1NC(=O)c1c(N)sc2c1CCC2,20.0%
O=C1NC(=S)S/C1=C/c1cccc(OCc2ccccc2Cl)c1,42.0%
CCCN1CCC(=NNC(=O)CCC(=O)NN=C2CCN(CCC)CC2)CC1,0.0%
COc1ccc2c(c1)CC/C(=C\c1ccccc1)C2=O,0.0%
CC1CCN(c2ccc(/C=N/Nc3c(F)c(F)c(C(F)(F)F)c(F)c3F)cc2[N+](=O)[O-])CC1,12.0%

# Continuation.
Structure,RNase H inhibition
Cc1cc(C=O)c(C)n1-c1ccc(N2CCOCC2)c(Br)c1,21.0%
CCn1c2ccccc2c2cc(C=Nc3cccc4c(=O)[nH][nH]c(=O)c34)ccc21,15.0%
COc1ccc(OC)c(-n2c(O)c(C=NCc3ccc(F)cc3)c(=O)[nH]c2=O)c1,3.0%
COc1ccccc1OCC(=O)N/N=C/c1c(O)ccc2ccccc12,2.0%
CCCc1n(CC(O)COc2ccc(Cl)cc2)c2ccccc2[n+]1C (stereo not drawn),0.0%
O=C1CC(c2ccccc2)CC(O)=C1C=NCCN1CCN(C(=S)NC2CCCCC2)CC1 (stereo not drawn),13.0%
COc1cc(/C=C2/C(=O)NC(=S)N(c3ccccc3F)C2=O)ccc1OCc1ccc(C(=O)O)cc1,9.0%
CC(=O)C1=C(C)NC(SCC(=O)c2ccc([N+](=O)[O-])cc2)=C(C#N)C1c1ccccc1Cl (stereo not drawn),21.0%
CC(C)c1ccc(/C=C/C(=O)Nc2ccc(Cl)c(Cl)c2)cc1,14.0%
NC(=S)N/N=C/c1cc([N+](=O)[O-])ccc1OCCOc1ccccc1,3.0%
O=C(Nc1nnc(-c2ccco2)s1)c1ccco1,10.0%
CCC(C)OC(=O)C1=C(C)NC2=C(C(=O)CC(c3ccccc3)C2)C1c1ccc(N(C)C)cc1 (stereo not drawn),17.0%

# Reformatted: entries from further up
Cc1cc(C)n2nc(-c3ccc(Br)cc3)cc2n1
  RNase H inhibition = 1.0%
CN(C)c1ccc(/C=C2\SC(=S)N(NC(=O)c3ccccc3Cl)C2=O)cc1
  RNase H inhibition = 15.0%
COc1ccc(C(=O)CC(c2ccc(C(C)C)cc2)S(=O)(=O)c2ccc(C)cc2)cc1 (stereo not drawn)
  RNase H inhibition = 5.0%

# Following part
Structure,RNase H inhibition
Cc1ccc(O)c(-c2cc(C(F)(F)F)[nH]n2)c1,14.0%
CCOC(=O)C1=C(C)NC2=C(C(=O)CC(c3ccc(Cl)cc3)C2)C1c1ccc(O)c(OC)c1 (stereo not drawn),6.0%
CCCCOc1ccc(C(=O)O/N=C2/CCc3cc(OC)ccc32)cc1,1.0%
C[n+]1cccc(C(=O)N/N=C/c2ccc(Br)cc2)c1,2.0%
O=C(NN1C(=O)c2ccccc2C1=O)c1ccc2c(c1)C(=O)N(c1nccs1)C2=O,14.0%
COc1ccc(/C(O)=C2/C(=O)C(=O)N(c3ccc(OC)cc3)C2c2ccccc2F)cc1 (stereo not drawn),1.0%
CCn1c2ccccc2c2cc(NC(=O)c3cc(I)cc(I)c3I)ccc21,25.0%
O=C1c2ccccc2C(=O)N1c1cccc2ncccc12,6.0%
O=C(NC(Nc1ccc(I)cc1)C(=O)c1ccccc1)c1ccco1 (stereo not drawn),10.0%
CCOc1ccc(/C=C2\SC(=S)NC2=O)cc1OC,5.0%
COCCOC(=O)C1=C(C)NC2=C(C(=O)CCC2)C1c1ccc(OC)c(OC)c1OC (stereo not drawn),1.0%
O=C(O)c1ccccc1-c1ccccc1C(=O)Nc1ccc(I)cc1,18.0%

# Following part
Structure,RNase H inhibition
O=C(Cc1ccccc1)Nc1sc2c(c1C(=O)Nc1ccc(Cl)cc1)CCC2,15.0%
CC(=O)c1ccc(OC(=O)c2ccc([N+](=O)[O-])cc2)cc1,24.0%
Cc1ccc(S(=O)(=O)C(CC(=O)c2cccs2)c2ccc(Cl)cc2)cc1 (stereo not drawn),2.0%
C=CCOn1c(-c2ccccc2)nc2ccccc2c1=O,0.0%
COc1ccc(/C=N/c2nc3ccccc3n2Cc2ccc(Cl)cc2)cc1OC,8.0%
CC1(C)OC(=O)N(c2ccccc2)C12C=Cc1cc(Br)cc(Br)c1O2 (stereo not drawn),16.0%
COc1ccc(Br)cc1/C=C1/C(=N)N2N=C(c3ccccc3)SC2=NC1=O,20.0%
CSc1n[nH]c(NC(=O)c2cc(F)c(F)c(F)c2F)n1,0.0%
CCOC(=O)C1=C(C)N=c2s/c(=C\c3ccc(O)cc3)c(=O)n2C1c1ccc2c(c1)OCO2 (stereo not drawn),10.0%
O=C(COc1ccc(Cl)cc1Cl)N=Nc1c(O)[nH]c2c(Br)cc(Br)cc12,36.0%
COc1ccc(Cl)cc1-c1n[nH]c(=S)o1,7.0%
O=C(c1ccc(CN2CCc3ccccc3C2)cc1)N1CCc2ccccc2C1,9.0%

# Remaining list, next part
Structure,RNase H inhibition
COc1ccc(C(=O)Nc2ccc(OC(F)(F)F)cc2)cc1,7.0%
O=C(Nc1ccc(F)cc1)NC1CCCCC1,0.0%
COc1ccccc1C(=O)Nc1cccnc1,1.0%
c1ccc2c(c1)ncn2CCN1CCOCC1,5.0%
Cc1cc([N+](=O)[O-])ccc1NC(=O)c1ccc(N(C)C)cc1,0.0%
COc1ccc(C2/C(=C(/O)c3ccc(C)cc3)C(=O)C(=O)N2CCCn2ccnc2)cc1OC (stereo not drawn),0.0%

# Screening results: PubChem BioAssay, MTDP
